T cell HTS – T cell immune modulators affecting CD8 T cell-vesicle binding | hit rate 0.068% among 330,000 | 2C CD8+ T cell-vesicle binding, flow cytometry; hits give low values | AID 2052 | calls only at 7 µM;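 active means response, share of CD8 T cells binding vesicles, and their 90th percentile fluorescence all below set limits, cut at about 80% in these data, passing the limit was not always enough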
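Material: murine 2C transgenic CD8+ T lymphocytes / Also added: QL9-peptide-loaded Drosophila micro-vesicles bearing Ld, ICAM-1 and B7-1 / Schedule: binding step 1.5 h, 37 °C, antibody labelling 20 min, ice / Signal: flow cytometry, PE anti-B7-1 (FL2) versus Alexa647 anti-CD8 (FL8), PFA-fixed / Evaluation: percent CD8+ FL2 mean versus row control / Benchmarks: naked versus QL9-loaded vesicles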
GPR35 arrestin U2OS – GPR35 antagonists blocking zaprinast-driven arrestin recruitment, primary screen, imaging, U2OS, beta-arrestin-GFP, zaprinast agonist (AID 2058). hit rate 0.052% among 290,000. inhibition, % at 10 µM, or IC50 in µM where a hit was titrated. U2OS GPR35 beta-arrestin-GFP translocation imaging, zaprinast antagonism; higher % means a stronger effect;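 active means inhibition of at least 50% with at least 30 cells and total cytoplasm GFP at most 10,000,000; inconclusive means under 30 cells or total GFP of 10,000,000 plus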
GPR55 LPI antagonism – GPR55 antagonists blocking LPI-driven arrestin recruitment, primary screen, imaging, U2OS, beta-arrestin-GFP, LPI agonist (AID 2013) | hit rate 0.13% among 290,000 | one-dose inhibition, % at 10 µM; IC50 in µM for titrated hits | U2OS GPR55 beta-arrestin-GFP translocation imaging, LPI antagonism; higher % means a stronger effect;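 active means spots per cell inhibited over 60%, with over 100 cells counted and total cytoplasm intensity under 500,000; inconclusive means wells with under 100 cells, flagged as likely toxic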;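 further: U2OS cells stably carrying GPR55 and arrestin-GFP stimulated by 5 µM LPI near EC80; imaged beta-arrestin-GFP aggregate spots per cell after agonist stimulation; plate controls were LPI-stimulated DMSO wells for no effect and DMSO wells without LPI for full effect; some results filed as inactive read as strong as hits; confirmed hits need IC50 under 10 µM and bright autofluorescent wells are also inconclusive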
Large T inhibition – TAg ATPase/helicase activity blockers – biochemical (AID 1903); hit rate 0.39% among 310,000; inhibition, % at 20 µM; hits with a dose series show IC50 in µM; SV40 large T antigen ATPase/helicase inhibition assay; higher % means a stronger effect; in the data active means a potency from the dose series; inconclusive means inhibition mostly from about 32% at the one dose, without a potency; inactive means the rest, 99 in 100 with inhibition below about 32%; further: strong numbers were not always called active
GPR55 activation – GPR55 agonists via beta-arrestin recruitment, primary screen, imaging, U2OS cells, beta-arrestin-GFP redistribution (AID 1961). U2OS GPR55 beta-arrestin-GFP redistribution imaging; higher % means a stronger effect. one-dose activation, % at 10 µM; EC50 in µM for titrated hits. hit rate 0.048% among 290,000;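 active means activation above 40% with more than 50 cells counted in the well; inconclusive means wells holding fewer than 50 cells, flagged as toxic or sparse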;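 further: U2OS osteosarcoma cells stably expressing GPR55 and beta-arrestin-GFP; plate controls were DMSO negative control for no effect and LPI positive control for full effect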
NTR1 agonist – agonists of NTR1, primary screen, imaging, U2OS cells, beta-arrestin-GFP, high content (AID 493036). activation, % at 20 µM. P30989. hit rate 0.17% among 330,000. NTR1-U2OS beta-arrestin-GFP spot imaging, agonist mode;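 active means activation at or above 40% of the spot to cytoplasm intensity ratio, with at least 20 cells analyzed; inconclusive means wells under 20 cells, flagged as cytotoxic or low count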;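 further: 0% = DMSO without peptide and 100% = 100 nM NTR1 peptide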
Target sequence (P30989 whole entry, looked up): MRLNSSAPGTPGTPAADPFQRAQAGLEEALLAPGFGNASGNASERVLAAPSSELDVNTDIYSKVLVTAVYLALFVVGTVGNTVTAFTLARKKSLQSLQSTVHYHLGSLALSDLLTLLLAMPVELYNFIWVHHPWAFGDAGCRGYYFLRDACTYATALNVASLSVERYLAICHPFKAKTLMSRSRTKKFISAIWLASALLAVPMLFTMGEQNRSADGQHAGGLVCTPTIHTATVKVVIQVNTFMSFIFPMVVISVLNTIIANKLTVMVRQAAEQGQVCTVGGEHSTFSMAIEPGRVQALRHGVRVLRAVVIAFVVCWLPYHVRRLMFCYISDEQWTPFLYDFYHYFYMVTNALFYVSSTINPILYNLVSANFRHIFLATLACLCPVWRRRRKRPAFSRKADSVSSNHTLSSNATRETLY
LYP inhibition – inhibitors of LYP phosphatase, biochemical, fluorescence intensity, uHTS (AID 1779); recombinant LYP phosphatase, fluorescence intensity; higher % means a stronger effect; one-dose inhibition, % at 11.5 µM; IC50 in µM for titrated hits; hit rate 0.054% among 290,000; in the data active means inhibition above about 50%;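 further: plate controls were vehicle with enzyme for no effect and no enzyme for full effect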
Lipid droplet – hepatic lipid droplet formation modulation | inhibition, % at 6.5 µM | AID 1656 | hit rate 0.4% among 240,000 | AML12 mouse hepatocytes, oleate lipid droplets, BODIPY imaging;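 active means lipid droplet intensity inhibited by at least 50%, with more than 500 cells counted; inconclusive means wells with under 300 cells, treated as cytotoxic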
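System: AML12 hepatocytes (mouse). Probe or stimulus: oleic acid at 100 µM to induce lipid droplet formation. Times: overnight treatment with compound plus oleate. Detection: Image-based BODIPY and DAPI two-channel analysis. Evaluation: percent inhibition of filter-corrected integrated lipid droplet intensity per well.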
MgcRacGAP inhibition – MgcRacGAP GTPase-activating activity inhibitors, confirmation, biochemical, ADP Hunter fluorescence | MgcRacGAP-stimulated Rac1 GTP hydrolysis, ADP Hunter fluorescence; higher % means a stronger effect; GST-tagged Rac1 F28L mutant substrate | inhibition, % at 30 µM; hits with a dose series show IC50 in µM | hit rate 0.6% among 340,000 | AID 624330;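 active means first-screen hits whose inhibition reached a set limit at any dose in the follow-up dose series; inconclusive means inhibition above the set first-screen limit but never retested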;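 further: fluorescence reports GDP produced by GAP-driven GTP hydrolysis; strong numbers were not always called active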
Lipid droplet cells 6.5 µM – second read-out of Lipid droplet, no call of its own (marks repeat the call); cell count; measured here: cell count, cytotoxicity flag;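 cells counted across two imaged fields per well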
T cell HTS vesicle-bound % – also measured in T cell HTS; calls as there; double positive events, %; measured here: CD8+ vesicle-bound cell fraction;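 binding gate set so that unloaded-vesicle control wells show 10% double positive cells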
NTR1 agonist cell count 20 µM – second read-out of NTR1 agonist, no call of its own (marks repeat the call); cell count; measured here: cell count, cytotoxicity flag
Numbers without * were called inactive; i = inactive; ? = inconclusive; nt = no result given. No enrichment for hits; 1.8% or so of the library scored in one or more.

Every second line gives: T cell HTS	T cell HTS vesicle-bound %	GPR35 arrestin U2OS	GPR55 LPI antagonism	Large T inhibition	GPR55 activation	NTR1 agonist	NTR1 agonist cell count 20 µM	LYP inhibition	Lipid droplet	Lipid droplet cells 6.5 µM	MgcRacGAP inhibition
> CN1CCN(CCCNC(=O)CCCOc2cc(=O)n(C)c3ccccc23)CC1
    i	51.2	9.3%	-1.5%	12.7%	1.1%	1.3	87	-4.8%	nt	nt	4.4%
> CCOC(=O)c1nn(-c2ccc(F)cc2)c(-c2ccccc2)c1C(=O)c1ccccc1
    i	38.5	1.4%	-19.6%	-5.4%	-0.1%	1.2	48	-3.5%	nt	nt	5.4%
> Cc1ccccc1NC(=O)Cc1nc(COC(=O)c2cccc([N+](=O)[O-])c2)cs1
    i	11.3	-0.4%	12.4%	3.1%	0.3%	0.9	55	-4.9%	-2.6	825	-7.8%
> COc1ccc(-c2cn(-c3ccccc3)nc2C(=O)O)cc1OC
    i	57.1	-2.9%	4.1%	24.8%	0.4%	-0.2	79	-10.8%	nt	nt	6.8%
> CC(C)c1nnc(NC(=O)C2CCN(C(=O)Nc3ccccc3)CC2)s1
    i	42.5	14.4%	3.8%	20.7%	0.3%	-0.7	57	-12.9%	5.2	772	2.1%
> Cc1ccc(S(=O)(=O)N2CCOCC2)cc1C(=O)NC1CCSc2ccccc21 (centres undefined)
    i	35.2	-13.8%	11.1%	14.1%	0.3%	-0.2	66	-10.6%	-0.7	862	6.6%
> CCOc1ccc(N2C(=O)CC(NCC#N)C2=O)cc1 (centres undefined)
    i	51.6	6.7%	0.0%	-7.6%	-0.1%	1.4	41	-6.9%	8.5	858	6.8%
> CC1(c2nnc(-c3ccc(Cl)cc3)o2)CC(c2c(Cl)cccc2Cl)=NO1 (centres undefined)
    i	4.8	4.6%	-4.8%	18.2%	-0.1%	-3.8	81	1.6%	2.9	650	5.3%
> O=C(Nc1ccc(OC(F)(F)F)cc1)c1ccc(S(=O)(=O)N2CCOCC2)o1
    i	42.7	-4.6%	-3.4%	4.1%	0.2%	1.8	63	-9.0%	6.2	694	-12.6%
> O=C(O)CSc1c(O)c2ccccc2[nH]c1=O
    i	59.7	2.2%	-11.4%	13.3%	-0.1%	-1.5	76	-4.0%	6.4	700	10.6%
> COc1ccc(CCNC(=O)c2ccc(CNc3c(N4CCOCC4)c(=O)c3=O)cc2)cc1OC
    i	0.9	13.6%	-0.4%	4.6%	-0.3%	-0.3	45	4.9%	6.2	682	0.4%
> O=C(NCc1ccc2c(c1)OCO2)c1ccc(Cl)c(S(=O)(=O)N2CCOCC2)c1
    i	49.6	-13.4%	-1.5%	12.7%	0.0%	-1.1	79	0.0%	-13.6	715	6.0%
> O=C(COc1ccc2ccccc2c1Br)N1CCOCC1
    i	52.7	-5.0%	-18.8%	0.0%	-0.1%	-2.0	45	-0.8%	-9.0	742	9.3%
> O=C(NCc1ccncc1)C1CCCN(S(=O)(=O)c2cc(Cl)ccc2Cl)C1 (centres undefined)
    i	50.5	nt	nt	11.4%	nt	1.4	55	nt	nt	nt	2.2%
> C[C@@H]1CCC[C@H](C)N1NC(=O)c1ccc(Cl)c(S(N)(=O)=O)c1
    i	64.8	-6.7%	-6.9%	14.3%	0.1%	1.9	54	-4.3%	-31.0	708	6.6%
> O=[N+]([O-])c1cc(S(=O)(=O)N2CCCCC2)ccc1NCCCN1CCOCC1
    i	36.5	14.8%	16.9%	7.6%	0.0%	0.6	64	0.8%	4.8	696	-3.5%
> COC(=O)c1cccc(CN2C(=O)SC(Nc3ccccc3)C2=O)c1 (centres undefined)
    i	33.8	3.6%	-3.5%	?	-0.1%	-0.2	46	-7.5%	6.9	742	13.0%
> CN1CCC(OC(=O)c2cc3cc(Cl)cc(Cl)c3oc2=O)CC1
    i	65.7	0.0%	-9.7%	11.2%	-0.1%	0.7	69	-8.9%	-3.3	830	3.7%
> CCOC(=O)CSc1nnc(NC(=O)c2cccc(S(=O)(=O)N3CCCCCC3)c2)s1
    i	9.4	-1.4%	17.9%	2.6%	0.2%	3.3	73	-4.0%	nt	nt	7.8%
> CCN1C(=O)CC(N2CCN(c3cccc(OC)c3)CC2)C1=O (centres undefined)
    i	44.5	-8.1%	3.6%	6.9%	-0.3%	0.9	60	-4.2%	26.2	773	7.9%
> Cc1cccc(OCC(=O)NCc2ccncc2)c1C
    i	52.8	-7.5%	7.1%	0.9%	0.2%	-0.4	95	0.0%	-4.4	696	3.3%
> O=C(Oc1c(-c2ccccc2)c(=O)n2c3c(cccc13)CC2)c1ccc(F)cc1
    i	20.2	5.8%	2.6%	10.7%	-0.1%	17.8	60	-0.2%	-10.9	656	11.8%
> CCN(CC)S(=O)(=O)c1ccc(N2CCOCC2)c(NC(=O)C23CC4CC(CC(Cl)(C4)C2)C3)c1
    i	34.9	10.0%	11.3%	8.7%	-0.2%	2.4	35	2.1%	10.4	611	-4.5%
> CN(C)C1=NC[C@H](Cc2ccccc2)N1CC1CCCCCC1
    i	46.6	nt	nt	12.2%	nt	-0.8	65	nt	nt	nt	3.8%
> O=C(Nc1ccc(F)cc1F)c1cc(=O)n(-c2ccccc2)c(=O)[nH]1
    i	53.5	-11.1%	0.8%	10.3%	-0.3%	-2.5	69	-5.5%	-6.4	690	2.8%
> O=C(O)C1CCCCC1C(=O)Nc1cccc(Br)c1 (centres undefined)
    i	55.8	nt	nt	?	nt	-3.2	53	nt	nt	nt	-26.6%
> CC(Nc1n[nH]c(=O)[nH]c1=O)C(=O)N/N=C/c1cccs1 (centres undefined)
    i	54.8	0.1%	3.0%	7.1%	0.2%	2.2	101	-0.2%	4.9	741	2.7%
> Cc1ccc(C(=O)c2coc3ccc(O)c(CN(C)C)c23)cc1
    i	36.1	11.5%	-4.4%	5.5%	-0.3%	-0.4	42	-8.1%	12.9	825	5.8%
> Cc1cccc(C)c1OCC(=O)NCc1nnc(SCC(=O)NC2CCCCC2C)n1C (centres undefined)
    i	54.3	1.4%	7.7%	11.1%	0.2%	0.7	55	-10.3%	-2.5	722	0.4%
> Cc1ccc(N2CCN(S(=O)(=O)c3nnc(NC(=O)c4ccccc4)s3)CC2)cc1
    i	18.8	-0.1%	-8.6%	-9.7%	-0.1%	10.5	65	-6.4%	-1.0	794	3.2%
> COc1ccc(C2C(C(C)=O)=C(O)C(=O)N2Cc2ccccc2)c(OC)c1 (centres undefined)
    i	51.4	-4.1%	6.2%	4.0%	-0.2%	0.2	97	-6.2%	-3.3	808	8.2%
> O=C(O)c1cccc2c(-c3ccccc3)c(-c3ccccc3)[nH]c12
    i	37.4	-9.5%	8.8%	20.9%	0.0%	2.5	69	3.3%	0.7	668	3.8%
> Cc1nc(SC2CCOC2=O)c2c(C)c(C)sc2n1 (centres undefined)
    i	46.4	-4.8%	10.7%	1.5%	0.0%	1.4	45	-8.7%	nt	nt	7.0%
> Cc1ccc(N2CCN(/N=C/c3ccccc3[N+](=O)[O-])CC2)cc1
    i	28.7	1.4%	10.8%	-0.6%	-0.1%	7.5	63	-0.3%	7.6	644	-4.5%
> c1ccc2c(c1)Nc1ccncc1S2
    i	40.0	-2.1%	-3.5%	22.8%	-0.1%	0.2	39	-4.6%	4.7	735	269µM*
> COc1cccc(CN2CCC(Oc3ccc(C(=O)N4CCCCC4)cc3)CC2)c1
    i	61.1	3.7%	14.1%	8.9%	0.0%	0.5	36	-5.6%	-19.6	642	7.5%
> c1ccc2c(c1)CCN2CCN1CCc2ccccc21
    i	58.1	-4.6%	-3.1%	8.9%	-0.2%	1.1	42	-8.3%	nt	nt	6.3%
> O=C(C/C=N/OCc1c(Cl)cccc1Cl)c1ccc(Cl)cc1
    i	19.6	13.0%	3.4%	3.9%	-0.1%	-2.6	98	-9.3%	nt	nt	5.9%
> CC(=O)N1CCc2c(sc(NC(=O)C3CC3)c2-c2nc3ccccc3s2)C1
    i	31.9	-18.7%	-0.9%	14.1%	-0.1%	11.8	71	8.5%	35.8	719	27.7%
> COc1ccc(OC)c(NC(=O)CSc2sc3c(O)cc(=O)[nH]c3c2C#N)c1
    i	48.8	-7.3%	-3.8%	12.8%	-0.2%	-1.2	57	-6.9%	-24.2	741	10.5%
> O=[N+]([O-])c1ccc(S(=O)(=O)N(CC(O)CN2CCCCC2)c2ccccc2)cc1 (centres undefined)
    i	54.0	-3.4%	8.4%	12.2%	-0.1%	0.4	46	-2.3%	-3.1	830	5.2%
> CCN(CC)CC#CCC(C)(c1ccccc1)c1ccccc1
    i	12.8	8.3%	nt	7.0%	0.3%	3.2	63	1.6%	nt	nt	-2.2%
> COCCc1ncc(CN2CCC(C(=O)Nc3ccc(-n4cccn4)cc3)CC2)cn1
    i	64.5	-5.8%	-4.4%	12.0%	-0.1%	2.5	56	-10.9%	-17.4	647	11.9%
> CC1(C)Cc2ccccc2C(NNC(=O)c2cccnc2)=N1
    i	45.4	-5.9%	3.8%	-19.1%	-0.4%	3.2	58	-0.7%	-7.2	731	3.0%
> Cc1cccn2c(CN(C)CCC3CCCCO3)c(C(=O)N3CCCCC3)nc12 (centres undefined)
    i	52.7	4.4%	11.1%	59.0%	-0.2%	0.1	94	-4.4%	-1.8	756	10.7%
> CC(C)(C)C1CCc2c(sc(NC(=O)C3CCCO3)c2C(N)=O)C1 (centres undefined)
    i	22.8	6.3%	40.0%	1.5%	-0.1%	9.9	38	7.0%	nt	nt	1.4%
> Cc1cccc(C(=O)Nc2ccc(C(=O)N3CCCCC3C)cc2)c1 (centres undefined)
    i	62.7	-10.9%	2.5%	-2.4%	-0.1%	0.7	74	-6.7%	-3.7	904	3.6%

From PubChem BioAssay
